# Assay outcomes as filed in PubChem BioAssay.
# NCI-60 one-dose screen, 48 h, at 10 µM unless noted. Numbers give growth in % (100 = growth as untreated, 0 = no growth, -100 = all killed).
# A549/ATCC: A549/ATCC NSCLC. 81,000 compounds, 3.7% hits
# RPMI-8226: RPMI-8226 leukemia cells. 77,000 compounds, 7.5% hits. AID 1794781
# UACC-62: UACC-62 melanoma; 81,000 compounds, 5.4% hits
# EKVX: EKVX NSCLC; 71,000 compounds, 3% hits; AID 1794765
# HOP-92: HOP-92 NSCLC cells. 71,000 compounds, 6.3% hits. AID 1794738
# M14: M14 melanoma; 80,000 compounds, 6.2% hits
# HOP-62: HOP-62 NSCLC. 80,000 compounds, 3.9% hits. AID 1794735
# CCRF-CEM: CCRF-CEM leukemia; 77,000 compounds, 7% hits; AID 1794778
# * marks the source's active call; other numbers are inactive results; . = not tested or not shown; & = joins results of further samples; ! = a repeat was not active. Rule for the calls: active = growth percent below 10; inactive = the rest.
no.	smiles	A549/ATCC	RPMI-8226	UACC-62	EKVX
1	COc1ccccc1/C=C/C(=O)/C=C/c1ccccc1OC	-7.4*	1.3*	-64*	13
2	O=C1Nc2ccccc2/C1=C\c1cccc(/C=C2/C(=O)Nc3ccccc32)n1	6.2*	-49*	-67*	-38*
3	Nc1nnc2nc(CC(=O)c3ccccc3)c(CC(=O)c3ccccc3)nn12	117	102	104	128
4	CCN(CC)C1N=C(C)Nc2c1sc(=O)n2-c1ccc(OC)cc1OC (configuration not stated)	92	77	57	80
5	Nc1ncc2c(n1)-c1cccn1CC2	105	109	102	108
6	Cc1ccc(C=C2C(Cl)=C(Cl)C(Cl)=C2Cl)cc1	-61*	.	-74*	-11*
7	CC[C@@H]1NC(=O)[C@@H]2CCCCN2C(=O)[C@@H]2CCCN2C(=O)[C@@H](NC(=O)[C@H](Cc2cc(F)cc(F)c2)NC(=O)Nc2ccc(C3CC3)cc2F)[C@H](C)OC(=O)[C@@H]2C[C@@H](C)CN2C1=O	20	13	7.3*	20
8	C[C@H]1[C@H](C)CC[C@]2(C(=O)NCCCNCCCCNCCCN)CC[C@]3(C)C(=CC[C@@H]4[C@@]5(C)CCC(=O)C(C)(C)[C@@H]5CC[C@]43C)[C@H]12	101	109	111	113
9	CN(C)c1ccc([C@@H](C(=O)Nc2cccc([N+](=O)[O-])c2)N(C(=O)c2cc3ccccc3[nH]2)c2cccc([N+](=O)[O-])c2)cc1	93	93	87	91
10	Cc1cc(C)c(C#N)c(Sc2nc(C)c([N+](=O)[O-])c(C)c2C#N)n1	77	49	67	.
11	CCNC(=O)Oc1ccc(/C(=C(/C)c2ccc(Cl)cc2)c2ccc(OCCN(C)C)cc2)cc1	72	19	86	72
12	O=C(/C=C/c1cn(-c2ccccc2)nc1-c1ccccc1)CCC(=O)NO	92	99	103	111
13	C=CCc1c2c(c(OC)c3ccoc13)C(=O)/C(=C/c1ccccc1OC)O2	60	29	46	61
14	COc1ccc(/C=C2\CCCCC3=C2N=C2SC(C)=CN2C3c2ccc(OC)c(OC)c2)cc1OC (configuration not stated)	100	84	83	.
15	CCOC(C)c1ccccc1 (configuration not stated)	109	105	.	.

no.	HOP-92	M14	HOP-62	CCRF-CEM
1	-11*!	-50*	-20*	6.6*!
2	-32*	-69*	-61*	-52*
3	103	106	102	110
4	75	104	88	96
5	98	103	.	102
6	.	-86*	-59*	-45*
7	-3.8*	17	27	40
8	89	104	92	117
9	71	94	89	96
10	-1.8*	54	73	.
11	45	64	80	67
12	109	100	93	93
13	59	64	80	37
14	48	105	92	.
15	.	93	106	102

# Entries shown so far containing a Cl atom, in the order listed:
no.	smiles	A549/ATCC	RPMI-8226	UACC-62	EKVX
6	Cc1ccc(C=C2C(Cl)=C(Cl)C(Cl)=C2Cl)cc1	-61*	.	-74*	-11*
11	CCNC(=O)Oc1ccc(/C(=C(/C)c2ccc(Cl)cc2)c2ccc(OCCN(C)C)cc2)cc1	72	19	86	72

no.	HOP-92	M14	HOP-62	CCRF-CEM
6	.	-86*	-59*	-45*
11	45	64	80	67

# (further entries)
no.	smiles	A549/ATCC	RPMI-8226	UACC-62	EKVX
16	c1c2c(cc3c1OCCO3)C1CN(C2)Cc2cc3c(cc21)OCCO3	97	103	96	103
17	CC/C(=C(\c1ccc(O)cc1)c1ccc(OCCN(C)CCN(C)C(=O)CCCCCCCCC(=O)c2c(C)[nH]c(/C=C3\N=C(c4ccc[nH]4)C=C3OC)c2C)cc1)c1ccccc1	84	62	82	.
18	CC1=Cc2cc(Cl)cc(Cl)c2OC12C=Cc1cc(Cl)cc(Cl)c1O2 (configuration not stated)	104	107	94	104
19	Nc1nc(-c2c[nH]c3ccccc23)cs1	103	91	88	84
20	COc1ccc(/C=C2\N=C3SC=C(N4C(=O)CSC4=Nc4ccccc4)N3C2=O)cc1	98	98	110	.
21	Cc1cc(=O)cc(C)o1	97	106	106	108
22	O=C(NC[C@H]1OC(O)[C@H](O)[C@@H](O)[C@@H]1O)C(Cl)Cl (some centres not stated)	89	101	101	.
23	NNc1nc2n(n1)C(CCl)CN2 (configuration not stated)	102	99	94	99
24	CC1Nc2nc(N)[nH]c(=O)c2NC1C (configuration not stated)	103	102	95	113
25	CS(=O)(=O)c1ccc(N2N=C(c3ccc(NC(=O)Nc4ccccc4)cc3)CC2c2ccc(Cl)cc2)cc1 (configuration not stated)	59	50	61	55
26	CCCCn1c(N)c(N(CC)C(=O)COc2ccc(C)c(C)c2)c(=O)[nH]c1=O	100	.	89	99
27	CC1C/C(=C\c2ccc([N+](=O)[O-])cc2)C(=O)O1 (configuration not stated)	98&92	99	95&101	100&96
28	Cc1ccc(-c2cc(-c3ccc(C)cc3)nc(NCCNc3ccnc4cc(Cl)ccc34)n2)cc1	-56*	-22*	-80*	25
29	COc1ccc(C2=CC(c3ccc(OC)cc3Br)N3C(C)=CSC3=N2)cc1 (configuration not stated)	91	85	90	.
30	C=C(C)[C@@H]1CC[C@]2(C(=O)NC3CCCCC3)CC[C@]3(C)[C@H](CC[C@@H]4[C@@](C)(CCC#N)[C@H](C(=C)C)CC[C@]43C)[C@@H]12	86	85	78	88

no.	HOP-92	M14	HOP-62	CCRF-CEM
16	108	99	92	.
17	49	77	79	39
18	103	110	101	108
19	97	96	103	100
20	101	97	103	96
21	65	108	94	96
22	96	106	95	102
23	98	100	99	95
24	68	102	87	105
25	89	87	92	83
26	113	96	86	148
27	88	90&109	103&101	99&96
28	-34*	-89*	-7.7*	2.1*
29	85	94	105	90
30	77	93	101	.

# An excerpt from above in order of length of the SMILES, smallest number first:
no.	smiles	A549/ATCC	RPMI-8226	UACC-62	EKVX
23	NNc1nc2n(n1)C(CCl)CN2 (configuration not stated)	102	99	94	99
16	c1c2c(cc3c1OCCO3)C1CN(C2)Cc2cc3c(cc21)OCCO3	97	103	96	103
20	COc1ccc(/C=C2\N=C3SC=C(N4C(=O)CSC4=Nc4ccccc4)N3C2=O)cc1	98	98	110	.

no.	HOP-92	M14	HOP-62	CCRF-CEM
23	98	100	99	95
16	108	99	92	.
20	101	97	103	96

# An excerpt from above with just RPMI-8226.
nr | molecule | RPMI-8226
11 | CCNC(=O)Oc1ccc(/C(=C(/C)c2ccc(Cl)cc2)c2ccc(OCCN(C)C)cc2)cc1 | 19
12 | O=C(/C=C/c1cn(-c2ccccc2)nc1-c1ccccc1)CCC(=O)NO | 99

# Later entries.
no.	smiles	A549/ATCC	RPMI-8226	UACC-62	EKVX
31	CNc1c(Cl)c(Cl)cc(Cl)c1Cl	104	105	97	104
32	COc1ccc(NC(=O)Cn2nncc2CN2C(=O)CSC2=O)cc1	110	108	98	107
33	O=C(NNC(=O)c1ccncc1)OCCOCCOC(=O)NNC(=O)c1ccncc1	99	100	.	109
34	CCOc1ccc(CO)cc1	99	106	100	102
35	CCOC(=O)Cc1csc(NC(=O)NCn2c(=O)[nH]c3ccccc3c2=O)n1	99	94	96	96
36	Cc1ccc2c(Cn3cc(CSc4nc5cc(Cl)ccc5o4)nn3)cc(=O)oc2c1	101	105	96	98
37	CCN(CC)CCOCCOC(=O)C(CC)(CC)c1ccccc1	106	111	95	92
38	O/N=C/c1ccncc1	96	94	111	100
39	COc1ccc2cc(C(C)C(=O)Nc3ccc(S(=O)(=O)Nc4nccs4)cc3)ccc2c1 (configuration not stated)	104	99	95	99
40	O=C(Sc1ccc(Cl)cc1)c1ccco1	94	110	97	89
41	CCC(=O)NN=C(C)C	87	110	95	93
42	COc1cc2oc(-c3cccc(NC(=O)[C@@H](NC(=O)[C@@H](NC(=O)OC(C)(C)C)C(C)C)C(C)C)c3)cc(=O)c2c(OC)c1OC	95	60	86	90
43	Cc1ccn2ncnc2c1	84	100	104	.
44	COc1ccc2[nH]c(=O)c(CSc3nccc(-c4ccc(Cl)cc4)n3)cc2c1	2.6*	18	38	7.4*
45	CCN(CC)c1ccc(/C=C2/C=Cc3ccccc32)cc1	108	.	87	59

no.	HOP-92	M14	HOP-62	CCRF-CEM
31	102	104	110	100
32	103	102	110	102
33	.	99	97	100
34	108	102	98	41
35	.	98	91	84
36	110	104	102	98
37	65	95	102	132
38	.	115	104	96
39	.	105	93	.
40	.	111	116	23
41	.	107	103	107
42	43	.	90	76
43	87	104	118	97
44	4.6*	55	33	33
45	106	92	99	104

# Going on with the list.
no.	smiles	A549/ATCC	RPMI-8226	UACC-62	EKVX
46	CCOC(=O)C(CC1CCCCC1)C(C)=O (configuration not stated)	97	109	94	96
47	c1ccc2c(c1)oc1c3c(ccc12)NCCC3	90	94	84	59
48	Nc1ncnc2c1N=C(c1ccc([N+](=O)[O-])cc1)CC(c1ccc3c(c1)OCO3)N2 (configuration not stated)	97	71	78	86
49	COc1ccc(-c2[nH]ncc2CNc2cc3cc(OC)c(OC)cc3c(C)n2)cc1	87	87	94	104
50	CN1CCN(c2ccc(Nc3nc(NCCCNS(=O)(=O)c4ccc(F)cc4)c4sccc4n3)cc2)CC1	78	13	21	93
51	CC(C)(C)n1cc(-c2ccnc(NCCCNS(=O)(=O)c3ccc(Br)cc3)n2)c(-c2ccc(Cl)c(O)c2)n1	62	70	84	65
52	CC(=O)Nc1ccc(CC[C@H]2CCC/C=C/[C@@H]3C[C@H](O)C[C@H]3[C@H](O)/C=C/C(=O)O2)cc1	12	3.7*	19	8.9*
53	O=C1OC(=O)[C@@H]2CC=CC[C@H]12	101	89	103	106
54	O=C1C(=O)N(CN2CCN(c3cc(=O)[nH]c4ccc(F)cc34)CC2)c2ccccc21	111	110	94	45
55	CNC(=O)c1cc(Oc2ccc3nc(Nc4ccc(Cl)c(C(F)(F)F)c4)ccc3c2)ccn1	48	54	47	63
56	Cc1sc2nc(/C=C/c3ccc(Cl)cc3)[nH]c(=O)c2c1C	107	.	96	106
57	COc1ccc(-n2ncn(Cc3cc(=O)oc4ccc5ccccc5c34)c2=O)cc1	92	89	88	101
58	CC(=O)NC(Cc1cc(I)c(OC(C)=O)c(I)c1)C(=O)O (configuration not stated)	95	.	106	102
59	CCOC(=O)C1=C(Nc2cccc3c(NC4=C(C(=O)OCC)C(=O)CO4)cccc23)OCC1=O	103	114	96	104
60	Cc1cc2nc3c4cc(Br)ccc4n(CCN(C)C)c3nc2cc1C	22	38	97	47

no.	HOP-92	M14	HOP-62	CCRF-CEM
46	99	89	89	.
47	.	109	98	96
48	34	119	87	65
49	93	96	86	87
50	38	-21*	91	31
51	.	74	105	54
52	-15*	9.9*	16	-4.3*
53	93	97	107	.
54	.	100	92	97
55	59	48	85	42
56	87	98	92	124
57	91	92	79	89
58	.	76	100	.
59	121	104	113	120
60	65	86	41	48

# Records 46–48 of the list above:
no.	smiles	A549/ATCC	RPMI-8226	UACC-62	EKVX
46	CCOC(=O)C(CC1CCCCC1)C(C)=O (configuration not stated)	97	109	94	96
47	c1ccc2c(c1)oc1c3c(ccc12)NCCC3	90	94	84	59
48	Nc1ncnc2c1N=C(c1ccc([N+](=O)[O-])cc1)CC(c1ccc3c(c1)OCO3)N2 (configuration not stated)	97	71	78	86

no.	HOP-92	M14	HOP-62	CCRF-CEM
46	99	89	89	.
47	.	109	98	96
48	34	119	87	65

# Additional records follow:
no.	smiles	A549/ATCC	RPMI-8226	UACC-62	EKVX
61	COc1cc(NC2CCC(=O)N2c2ccc(Cl)cc2Cl)cc(OC)c1OC (configuration not stated)	99	102	104	100
62	COc1cc(/C=C/C(=O)c2ccc(C(F)(F)F)cc2)ccc1Oc1nc(Nc2ccc(F)cc2)nc(N(C)C)n1	79	14	58	66
63	COc1ccc(/C=N/N2C(=O)/C(=C/c3ccc(Cl)cc3)C=C2c2ccc(OC)cc2)cc1	81	85	91	101
64	O=C(NC1CCCCC1)/C(=C\c1ccccc1)NC(=O)c1ccccc1	89	97	97	99
65	CCOC(=O)c1c(C)nn(CC(O)c2ccccc2)c1NC(=O)Nc1cccc2ccccc12 (configuration not stated)	78	77	88	99
66	CC(C)CCC[C@@H](C)[C@H]1CC[C@H]2[C@@H]3CC=C4c5sc(Nc6ccccc6)nc5CC[C@]4(C)[C@H]3CC[C@]12C	99	96	99	102
67	COc1ccc(NC(=O)Cc2ccc(N=C(N)N=C(N)N)cc2)cc1	96	108	100	99
68	Nc1nc(-c2ccc(Cl)nc2)nn1-c1nc2ccccc2s1	67	.	92	95
69	CN(C)c1ccc(/C=C/C(=O)c2cccc(Nc3nc(Nc4ccccc4)nc(Nc4ccccc4)n3)c2)cc1	86	53	91	78
70	Cc1n[nH]c(=S)[nH]c1=O	97	91	106	83
71	COc1ccccc1/C=C1\Oc2cc(O)ccc2C1=O	104	103	102	96

no.	HOP-92	M14	HOP-62	CCRF-CEM
61	83	95	103	90
62	82	73	102	65
63	81	101	83	85
64	100	96	95	97
65	77	109	102	93
66	104	102	98	96
67	104	102	100	101
68	94	100	85	92
69	47	92	86	.
70	60	110	84	101
71	124	103	113	105

# Rows were taken by chance. Share with any hit: about 12%.
